Pol iota inh – blocks human DNA polymerase iota activity. Q9UNA4. Pol iota fluorescent replication assay, 10 min. Potency, µM (top dose mostly 115 µM), for the others: top-dose activity, negative = inhibition, hits mostly inhibitors. hit rate 1% among 390,000
Target sequence (Q9UNA4 whole entry, looked up): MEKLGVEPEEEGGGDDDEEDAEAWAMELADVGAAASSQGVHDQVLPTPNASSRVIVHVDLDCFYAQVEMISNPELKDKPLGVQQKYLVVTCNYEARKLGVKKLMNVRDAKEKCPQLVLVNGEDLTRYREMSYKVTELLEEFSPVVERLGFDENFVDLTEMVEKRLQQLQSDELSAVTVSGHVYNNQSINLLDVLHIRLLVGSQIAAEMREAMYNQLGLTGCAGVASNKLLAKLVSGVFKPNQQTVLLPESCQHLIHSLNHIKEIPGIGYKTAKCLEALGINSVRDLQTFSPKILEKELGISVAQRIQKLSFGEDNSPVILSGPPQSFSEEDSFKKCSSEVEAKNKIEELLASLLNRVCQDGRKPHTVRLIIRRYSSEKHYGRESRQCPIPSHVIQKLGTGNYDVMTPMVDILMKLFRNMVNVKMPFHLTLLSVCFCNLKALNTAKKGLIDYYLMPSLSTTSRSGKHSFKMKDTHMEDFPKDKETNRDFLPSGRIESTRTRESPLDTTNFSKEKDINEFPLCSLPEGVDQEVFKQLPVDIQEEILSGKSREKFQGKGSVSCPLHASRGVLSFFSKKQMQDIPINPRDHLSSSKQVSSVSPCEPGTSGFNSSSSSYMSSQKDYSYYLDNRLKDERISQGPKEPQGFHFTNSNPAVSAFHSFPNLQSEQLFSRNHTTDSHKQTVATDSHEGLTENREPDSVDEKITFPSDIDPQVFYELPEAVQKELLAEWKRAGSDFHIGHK
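Pol iota at 10 nM preincubated 15 min with compounds at room temperature; reaction started with fluorescent substrate, 50 nM final. Fluorescence read kinetically at 0 and 10 min; buffer-only wells as negative control.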
BAZ2B inh – BAZ2B (human) inhibition. AlphaScreen BAZ2B-H3K14Ac peptide displacement. Potency, µM (highest dose often 114 µM), without a hit: top-dose activity change, negative = inhibition, hits mostly inhibitors. hit rate 4.4% among 360,000; also: % is scaled to controls: 0 for no effect and ±100 for the full control effect; nearly all actives have a fitted effect of over 60% in size
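Protein-peptide AlphaScreen: BAZ2B 50 nM, b-H3K14Ac 50 nM, 1x PBS pH 7.4 + 0.01% Tween-20. Preincubation 30 min RT; cpd 30 min RT (top 110 uM); beads 20 min RT, light-protected.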
POLH inh – DNA polymerase eta (human) inhibition; Q9Y253; recombinant Pol eta, fluorescent DNA replication assay; Potency, µM (doses to about 114 µM), without a hit: at the highest dose activity change, negative = inhibition, most hits filed as inhibitors; hit rate 1.2% among 390,000; AID 588591; also: % is scaled to controls: 0 for no effect and ±100 for the full control effect
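Pol eta at 10 nM preincubated with compounds 15 min at room temperature; reaction started with fluorescent substrate (50 nM final) and read kinetically at 0 and 10 min.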
APE1 inh – blocks human APE1 abasic DNA cleavage; hit rate 0.35% among 350,000; Potency, µM (series often up to 65.8 µM), without a hit: at the top dose activity change, negative = inhibition, hits mostly inhibitors; AID 2517; recombinant APE1, TAMRA/BHQ-2 abasic DNA cleavage fluorescence;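 also: plate controls were vehicle for no effect and reference inhibitor for full effect; nearly all actives have a fitted effect of over 55% in size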
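Enzyme (0.75 nM final) and test compound are incubated 15 min at room temperature before adding 50 nM quenched THF abasic-site duplex. Cleavage dequenches TAMRA, followed at 525/598 nm over three reads one minute apart.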
G9a inh – blocks human histone lysine methyltransferase G9a | Potency, µM (highest dose often 102 µM), without a hit: top-dose activity, negative = inhibition, actives largely listed as inhibitors | G9a H3K9 monomethylation, AlphaScreen, 2 h | hit rate 8.8% among 350,000; also: % is scaled to controls: 0 for no effect and ±100 for the full control effect; nearly all actives have a fitted effect of over 75% in size
Target sequence (Q96KQ7 913-1193 limits assumed): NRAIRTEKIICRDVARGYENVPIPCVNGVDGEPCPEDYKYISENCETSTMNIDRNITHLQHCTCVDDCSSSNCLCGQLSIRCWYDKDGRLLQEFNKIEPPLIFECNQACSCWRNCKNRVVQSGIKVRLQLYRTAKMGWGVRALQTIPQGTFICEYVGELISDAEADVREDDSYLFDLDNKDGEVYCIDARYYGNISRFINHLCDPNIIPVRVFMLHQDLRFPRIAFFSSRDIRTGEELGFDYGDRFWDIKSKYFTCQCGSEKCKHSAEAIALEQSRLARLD
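Signal arises when biotinylated H3K9 peptide, once monomethylated, bridges streptavidin donor and antibody-captured acceptor beads. Enzyme at 20 nM was preincubated 15 min with test compounds; peptide 500 nM and SAM 20 uM then reacted for 2 h.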
Pol beta inh – blocks human DNA polymerase beta activity; hit rate 1.3% among 340,000; Potency, µM (series often up to 114 µM), inactives show at the top dose activity change, negative = inhibition, actives largely listed as inhibitors; P06746; Pol beta primer extension/strand displacement, fluorescence kinetic; also: % is scaled to controls: 0 for no effect and ±100 for the full control effect
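Pol beta (10 nM) was preincubated with compound for 15 min at room temperature. The reaction was then started with 50 nM substrate and read immediately and after a further 10 min at room temperature.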
Pol kappa inh – inhibitors of human DNA polymerase kappa | purified Pol kappa, fluorescent DNA synthesis assay, 10 min | Q9UBT6 | hit rate 0.53% among 400,000 | Potency, µM (highest dose often 107 µM), for inactives: at the top dose activity, negative = inhibition, most hits filed as inhibitors; also: % is scaled to controls: 0 for no effect and ±100 for the full control effect
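Fluorescent qHTS in 1536-well format: enzyme (10 nM) and compound sat 15 min at room temperature before 50 nM substrate (final) was added. Signal taken at 0 and 10 min; no-enzyme buffer wells were negative controls.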
BLM inh – Bloom syndrome helicase (human) inhibition | P54132 | recombinant BLM DNA unwinding, fluorescence dequenching | Potency, µM (titrated, usually from 56.1 µM), inactives show at the top dose activity change, negative = inhibition, actives largely listed as inhibitors | hit rate 0.2% among 350,000 | AID 2528;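 also: plate controls were vehicle for no effect and no enzyme for full effect; nearly all actives have a fitted effect of over 35% in size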
Anesthetic bind – binds horse apoferritin like a general anesthetic; P02791; apoferritin/1-aminoanthracene competitive binding, fluorescence; Potency, µM (doses to about 77.5 µM), for inactives: at the highest dose activity change, negative = displacement, most hits filed as inhibitors; hit rate 0.074% among 350,000; AID 485281; also: % is scaled to controls: 0 for no effect and ±100 for the full control effect; nearly all actives have a fitted effect of over 20% in size
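Probe: 1-aminoanthracene (50% saturated, PBS). Protein: horse-spleen apoferritin, 10 uM. Incubation: 10 min, room temperature. Detection: 380 nm excitation, 535 nm emission. Analysis: normalized response, four-parameter Hill.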
* hit, by the source's call; ? = inconclusive; . = no result given; [ ] = dose if it differs, or a comment. Calls follow the shape of the dose curve; as a rule, active = well fitted curve in the direction sought with a large enough effect; inconclusive = small, poorly fitted or top-dose-only effect, or another doubt; inactive = no such curve, though single readings can be large; an effect the other way counts as inactive or inconclusive. Potency is read from the fitted curve at half-maximal effect.

Second line of a record – Pol iota inh, BAZ2B inh, POLH inh, APE1 inh, G9a inh, Pol beta inh, Pol kappa inh, BLM inh, Anesthetic bind
[1] O=C(N/N=C/c1ccco1)c1ccc(C(=O)N/N=C/c2ccco2)o1
 : 50µM*, 56µM*, ?, ?, ?, 18µM*, ?, -12%, -15%
[2] CC(C)(C)N(Cc1ccccc1)C(=O)COC(=O)C1=NN(c2ccccc2)C(=O)CC1
 : 60%[activator], 6%, -18%, 11%, -42%, ., -2%, ., .
[3] CC1=CC(C)(C)Nc2ccc(OC(=O)CN3C(=O)c4cccc5cccc(c45)C3=O)cc21
 : ?, 50µM*, -9%, 20%, 8.9µM*, 11%, -10%, -15%, -24%
[4] CCOc1ccc(Cl)cc1C1CC(=O)Nc2cc(OC)c(OC)c(OC)c21 (stereo not drawn)
 : -11%, 3%, -14%, ., 3%[59 µM], 6%, -1%, -2%, -1%
[5] COc1ccccc1-c1cc(C(=O)Nc2cc(C)n(Cc3ccc(Cl)cc3)n2)no1
 : 3%, -2%, -12%, -1%, 16%[12.7 µM], 5%, -12%, -4%, -13%
[6] CC(=O)N/C(=N/c1nc(C)cc(C)n1)Nc1cccc(C)c1
 : 61%[activator], -8%, -6%, -26%, -12%, 32%, -5%, -7%, 1%
[7] CC(=O)NC(CC(=O)OCC(=O)N1c2ccccc2NC(=O)C1(C)C)c1ccccc1 (stereo not drawn)
 : 23%, -6%, -15%, -8%, ?, ., -16%, ., .
[8] CNC(=O)/C(=N\O)c1ccccc1
 : ., 6%, ., -1%, ?, 1%, ., 2%, -11%
[9] Fc1ccccc1CCNc1c2c(nc3ncnn13)CCCC2
 : 7%, -4%, -9%, 4%, 50µM*, -16%, 4%, -6%, -8%
[10] COc1ccc(S(=O)(=O)NC2CCSc3ccccc32)cc1OC (stereo not drawn)
 : -8%, 1%, -4%, 65%[activator], 50µM*, 9%, -12%, -6%, -15%
[11] CN1CCN(NC(=O)c2cc([N+](=O)[O-])cc([N+](=O)[O-])c2)CC1
 : 7%, 8%, -14%, 0%, 17%[59 µM], 32%, -9%, -1%, -12%
[12] COc1cc(C2C(C#N)=C(N)Oc3cc(C)oc(=O)c32)cc(OC)c1OC (stereo not drawn)
 : 19%, -1%, -19%, 1%, -7%, 10%, 5%, 0%, 4%
[13] COc1ccc(CP(=O)(c2ccccc2)c2ccccc2)cc1
 : 64%[activator], 10%, 7%, 25%, 71%[activator], 2%, -5%, 1%, -4%
[14] CCC(C)NC(=O)C(=O)NCc1ccccn1 (stereo not drawn)
 : 87%[activator], -16%, -14%, -7%, -4%, ?, 0%, -1%, 4%
[15] COC(c1ccccc1)c1nnc(CCC(=O)N(C)C(C2CC2)C2CC2)o1 (stereo not drawn)
 : 84%[activator], 1%, -18%, 1%, 3%, 22%, -4%, -1%, -7%
[16] NC(=O)C1CCN(C(=O)c2ccc(NC(=O)c3nsc4ccccc34)cc2)CC1
 : -4%, 2%, -7%, ., 20%[59 µM], 33%[activator], -10%[60.1 µM], 0%, -7%
[17] O=C(/C=C/c1ccc(S(=O)(=O)N2CCOCC2)cc1)NC(=S)Nc1ccc(N2CCOCC2)cc1
 : 12%, -35%, -13%, -6%, -29%[59 µM], 12%, -9%, -7%, -9%
[18] N#Cc1c(CSCC(=O)O)cc(=O)n2c1[nH]c1ccccc12
 : 6%, -35%, -14%, -1%, ?, ?, -21%, -6%, -7%
[19] C=CCNc1nc(N)c(C(=O)Nc2cc(C)on2)s1
 : 13%, -36%, 8%, 1%, ?, 2%, -2%, -3%, 0%
[20] Cc1cc(N2CCOCC2)n2nc(C)c(-c3ccccc3Cl)c2n1
 : 32%, 7%, -12%, -13%, 30%, 10%, 12%, -3%, 3%

One compound at a time (already shown):
NC(=O)C1CCN(C(=O)c2ccc(NC(=O)c3nsc4ccccc34)cc2)CC1 in the list: Pol iota inh: -4%; BAZ2B inh: 2%; POLH inh: -7%; APE1 inh: .; G9a inh: 20%[59 µM]; Pol beta inh: 33%[activator]; Pol kappa inh: -10%[60.1 µM]; BLM inh: 0%; Anesthetic bind: -7%
COc1cc(C2C(C#N)=C(N)Oc3cc(C)oc(=O)c32)cc(OC)c1OC (stereo not drawn) in the list: Pol iota inh: 19%; BAZ2B inh: -1%; POLH inh: -19%; APE1 inh: 1%; G9a inh: -7%; Pol beta inh: 10%; Pol kappa inh: 5%; BLM inh: 0%; Anesthetic bind: 4%

Taken from above.
Pol kappa inh with no. 3 stands at -10%
POLH inh with no. 19 stands at 8%

Five compounds from above, ordered by count of non-hydrogen atoms, ascending.
Second line of a record – Pol iota inh, BAZ2B inh, POLH inh, APE1 inh, G9a inh, Pol beta inh, Pol kappa inh, BLM inh, Anesthetic bind
[19] C=CCNc1nc(N)c(C(=O)Nc2cc(C)on2)s1
 : 13%, -36%, 8%, 1%, ?, 2%, -2%, -3%, 0%
[11] CN1CCN(NC(=O)c2cc([N+](=O)[O-])cc([N+](=O)[O-])c2)CC1
 : 7%, 8%, -14%, 0%, 17%[59 µM], 32%, -9%, -1%, -12%
[15] COC(c1ccccc1)c1nnc(CCC(=O)N(C)C(C2CC2)C2CC2)o1 (stereo not drawn)
 : 84%[activator], 1%, -18%, 1%, 3%, 22%, -4%, -1%, -7%
[7] CC(=O)NC(CC(=O)OCC(=O)N1c2ccccc2NC(=O)C1(C)C)c1ccccc1 (stereo not drawn)
 : 23%, -6%, -15%, -8%, ?, ., -16%, ., .
[3] CC1=CC(C)(C)Nc2ccc(OC(=O)CN3C(=O)c4cccc5cccc(c45)C3=O)cc21
 : ?, 50µM*, -9%, 20%, 8.9µM*, 11%, -10%, -15%, -24%

Later entries:
Second line of a record – Pol iota inh, BAZ2B inh, POLH inh, APE1 inh, G9a inh, Pol beta inh, Pol kappa inh, BLM inh, Anesthetic bind
[21] Cc1cccc(NC(=O)c2cc3cc([N+](=O)[O-])ccc3s2)n1
 : 15%, 7%, 3%, ?, -26%, 1%, -14%, -4%, -4%
[22] CCCCN1C(=O)C(O)(CC(=O)c2ccccn2)c2ccccc21 (stereo not drawn)
 : ?, -14%, -8%, 5%, 5%, -1%, -16%, -4%, -10%
[23] CN(C)c1ccc(/C(=N\O)c2ccccc2)cc1
 : 19%, -10%, 1%, -5%, 14µM*, 9%, -5%, -20%, 1%
[24] O=C(CNC(=O)c1ccc([N+](=O)[O-])cc1)c1ccccc1
 : 25%, 6%, -4%, -1%, -3%, -2%, -6%, 0%, -9%
[25] O=C(CSc1nc2ccccc2c(=O)[nH]1)c1ccc(O)cc1O
 : -6%, 2%, -15%, -2%, ?, -3%, -3%, 3%, -12%
[26] Cc1ccc(-c2nn3c(C)nnc3s2)cc1NC(=O)c1cccnc1
 : 60%[activator], 2%, -7%, 13%, 11%, 2%, -7%, 2%, -6%
[27] CCCCN1C(=O)c2ccc(C(=O)NCc3ccco3)cc2C1=O
 : 23%, -26%, -17%, 26%, ?, -20%, 4%, -1%, ?
[28] CN(C(=O)c1ccccc1Cl)c1ccccc1C(=O)NCCc1ccccc1
 : 11%, -19%, -14%, 8%, 3%, 15%, -21%, 0%, 2%
[29] C#Cc1ccc(CN2CCC(Oc3cc(C(=O)NC4CC4)ccc3OC)CC2)cc1
 : 9%, -28%, 0%, 28%, 13%[12.7 µM], -9%, 5%, 3%, -20%
[30] CCCCCc1ccc(C(=O)CCCC)c(=S)[nH]1
 : 24%, ?, -8%, 5%, 38%[activator][59 µM], 0%, 1%, -5%, -20%
[31] CC(C)[C@H](NC(=O)[C@@H]1Cc2ccccc2CN1)C(=O)Nc1ccc2c(c1)OCO2
 : 96%[activator], ?, -10%, -8%, ?, 5%, -6%, -6%, -10%
[32] Clc1cccc(C2Nc3cccc4cccc(c34)N2)c1
 : 20%, ?, ?, 0%, ., 12%, -14%, -6%, -12%
[33] CCOC(=O)N1CCC(NCCNC(=O)c2ccc(Cl)cc2)CC1
 : ?, ?, 13%, -6%, 6.3µM*, 0%, -9%, 2%, 1%
[34] CCOC(=O)CCc1nc2ccccc2[nH]1
 : 6%, 5%, -4%, -2%, 18%, 18%, -1%, 3%, -7%
[35] COCC(C)n1c(SCC(=O)N2CCc3ccccc3C2)nc2ccccc2c1=O (stereo not drawn)
 : 117%[activator], 1%, -8%, 2%, 8%[59 µM], -1%, -12%, 0%, -24%
[36] COc1ccc2c(c1)c1c(c(=O)n(Cc3ccccc3)c(=O)n1CC(=O)Nc1ccccc1F)n2C
 : -4%, -14%, -14%, ., -32%[59 µM], 9%, -11%, -2%, 43%[activator]
[37] NC(=NCCc1ccccc1)NS(=O)(=O)c1ccc2ccccc2c1
 : 18%, 2%, -12%, 6%, -6%[59 µM], 30%, -7%, -3%, -2%
[38] Cc1ccc(NC(=O)CSc2nncn2N)cc1C
 : 10%, 6%, -22%, 14%, 66%[activator], -2%, -9%, 2%, -11%
[39] O=C(N/N=C/c1ccncc1)c1ccccc1
 : 5%, 6%, 2%, -3%, 5%[0.501 µM], 31%, 0%, -2%, -4%
[40] Cc1ccccc1NC(=S)N(CCN1CCOCC1)Cc1ccccc1F
 : 44%[activator], ?, -19%, 0%, -24%, -12%, -6%, -5%, -9%

Screening results as filed in PubChem BioAssay.

Some of the compounds tested; the hit share may differ from the screen's.
